# Assay outcomes from PubChem BioAssay.
# Arrestin-AP2 inh: inhibitors of human beta-arrestin and AP2 interaction; AID 504490; 340,000 compounds, 0.31% hits; FITC-arrestin peptide / GST-AP2 beads, flow cytometry; AP2 beta2 appendage carries R879A mutation; inhibition, % at 10 µM;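 active = inhibition above a set limit, near 3 SD of compounds lacking own fluorescence, cut at about 54% in these data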;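 also: plate controls were DMSO wells for no effect and 5 µM unlabelled arrestin peptide for full effect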
#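 System: GST-AP2 R879A glutathione beads; medium: PBS, Tween 20 0.05%, BSA 0.1%; reagent: fluorescein-tagged arrestin peptide at 50 nM final; schedule: pre-incubation 12 min, peptide binding 1 h, room temperature; detection: flow cytometry, FL1 (488/535 nm); read-out: inhibition as reduced fluorescein signal on beads, percent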
# Keap1-Nrf2 PPI: disrupts human Keap1 binding to Nrf2 peptide. inhibition, % at 9.4 µM. Q14145. 340,000 compounds, 0.15% hits. Keap1 Kelch-Nrf2 peptide fluorescence polarization, 1536-well; in the data active = inhibition above about 12%;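 also: human Keap1 Kelch domain with fluorescein labeled Nrf2 9mer peptide probe; 0% = neutral control wells and 100% = peptide positive control; higher means more block of Keap1 binding to Nrf2 peptide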
# MOR-DOR ag: OPRM1-OPRD1 heterodimerization agonism; P35372+P41143; cells, luminescence; activation, % at 9.3 µM; 340,000 compounds, 0.3% hits; AID 504326; in the data active = activation above about 18%;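 also: 0% = vehicle-treated cells and 100% = reference agonist; values of inactives mirror those of a sister screen read the other way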
# Target sequence (P35372 whole entry, looked up): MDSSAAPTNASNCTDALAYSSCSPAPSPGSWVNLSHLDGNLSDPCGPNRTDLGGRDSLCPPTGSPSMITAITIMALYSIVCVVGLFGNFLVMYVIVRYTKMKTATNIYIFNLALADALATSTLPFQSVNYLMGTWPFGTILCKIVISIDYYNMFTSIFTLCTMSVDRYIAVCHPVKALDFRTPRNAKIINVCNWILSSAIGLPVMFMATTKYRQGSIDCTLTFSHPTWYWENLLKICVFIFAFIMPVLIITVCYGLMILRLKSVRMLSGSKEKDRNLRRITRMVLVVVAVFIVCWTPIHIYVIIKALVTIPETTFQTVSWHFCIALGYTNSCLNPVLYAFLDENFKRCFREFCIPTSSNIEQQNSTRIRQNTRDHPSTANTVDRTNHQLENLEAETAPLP
# Target sequence (P41143 whole entry, looked up): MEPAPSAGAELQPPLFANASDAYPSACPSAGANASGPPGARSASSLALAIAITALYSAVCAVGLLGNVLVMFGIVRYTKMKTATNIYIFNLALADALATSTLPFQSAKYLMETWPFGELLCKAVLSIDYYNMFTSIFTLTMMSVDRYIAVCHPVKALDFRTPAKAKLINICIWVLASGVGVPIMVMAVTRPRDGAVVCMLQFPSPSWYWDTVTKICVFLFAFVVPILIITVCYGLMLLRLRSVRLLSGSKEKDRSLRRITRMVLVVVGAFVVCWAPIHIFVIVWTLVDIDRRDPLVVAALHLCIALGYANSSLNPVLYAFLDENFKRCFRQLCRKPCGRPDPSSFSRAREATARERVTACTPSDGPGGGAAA
# Pemphigus Ab inh: blocks pemphigus antibody binding to human desmoglein-3 | P32926 | DSG3-coupled beads, scFv-anti-DSG3-GFP binding, flow cytometry; stronger effect = lower value | binding (percent of control), % at 10 µM | 310,000 compounds, 0.48% hits | AID 588358;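 active = binding more than 3 SD below its plate's average and above zero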; also: some compounds called inactive have numbers as strong as hits
# V-ATPase pHluor: yeast V-ATPase proton transport regulation by pHLuorin; S. cerevisiae, pHLuorin cytosolic pH fluorescence; 350,000 compounds, 0.37% hits; response, % at 10 µM; in the data active = response mostly above about 7.3%, no sharp cut-off; inactive = mostly below about 5.4%; also: actives read high; inactives centre near 0; some compounds called inactive have numbers as strong as hits; reference of the scale not given here
# Cardiac RTF inh: cardiac RTF calcium desensitization. 340,000 compounds, 0.12% hits. IANBD-labeled cardiac RTF, Ca2+ fluorescence. P19429+P45379. inhibition, % at 7.15 µM;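 active = inhibition above the mean inhibition of all tested compounds plus 3 SD, cut at about 17% in these data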;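 also: assay run at fixed EC70 calcium of 1.6 mM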
# C-LANA FP: inhibitors of KSHV LANA C-terminal domain DNA binding; MBP-C-LANA/FAM-LBS DNA binding, fluorescence polarization; inhibition, % at 9 µM; 340,000 compounds, 0.078% hits; AID 504423;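 active = highest replicate inhibition at or above 60% at 9 µM, even if other replicates fall short; inactive = all replicates below 60% inhibition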;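 also: 0% = neutral control wells and 100% = 4 µM acridine orange control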
# cardiac RTF act: increases calcium sensitivity of human cardiac regulated thin filaments; P19429+P45379; IANBD-labeled TnC RTF fluorescence at EC20 calcium; 0% EC20 calcium, 100% full calcium; activation, % at 7.2 µM; 340,000 compounds, 0.24% hits; AID 493008;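 active = activation above the mean over all tested compounds plus 3 SD, cut at about 30% in these data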;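 also: rise in fluorescence read as greater calcium sensitivity of cardiac thin filaments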
# Wnt bcat act: activators of Wnt/beta-catenin signaling; Wnt/beta-catenin reporter cell assay, activator, plate reader; activation, % at 9.35 µM; 300,000 compounds, 1.2% hits; in the data active = activation above about 30%, passing the limit was not always enough;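 also: 0% = neutral control wells and 100% = positive control wells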
# OPRM1-OPRD1 inv: inverse agonist of human OPRM1-OPRD1 heterodimerization | P35372+P41143 | cell-based MOR-DOR heterodimer luminescence, inverse agonism | inhibition, % at 9.3 µM | 340,000 compounds, 0.21% hits | AID 504357; in the data active = inhibition above about 22%, passing the limit was not always enough;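 also: 0% = cells with DMSO and 100% = wells without cells with DMSO; values of inactives mirror those of a sister screen read the other way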
# Starred values were filed as active, the others as inactive; x = not tested or not shown.
SMILES,Arrestin-AP2 inh,Keap1-Nrf2 PPI,MOR-DOR ag,Pemphigus Ab inh,V-ATPase pHluor,Cardiac RTF inh,C-LANA FP,cardiac RTF act,Wnt bcat act,OPRM1-OPRD1 inv
CCCCCCNC(=O)C(C#N)c1nc2ccccc2nc1N1CCOCC1 (centres undefined),2,-5,-1.1,176,-55,-11,13,0,x,6
CC1CN(c2ccc(S(=O)(=O)N3CCCC3)cn2)CC(C)O1 (centres undefined),-4,-1,-2.6,91,-1,-13,0.5,7,-1,13
Cc1sc2ncnc(OCC(=O)NC3CCS(=O)(=O)C3)c2c1C (centres undefined),-18,6,-3.1,89,-3,-2,2.7,5,-1,16
C/C(=N\NC(=O)c1cc(Br)ccc1O)c1cccc(NC(=O)c2ccccc2F)c1,-9,2,-3.1,x,3,-11,1.0,5,2,16
COc1ccccc1NS(=O)(=O)c1ccc(O)c(C(=O)OCC(=O)N2CCc3ccccc32)c1,8,1,-2.3,96,1,-5,-8.3,-8,2,11
Cc1ccc(N(C(=O)c2snc(C(N)=O)c2N)C(C(=O)NC2CCCC2)c2ccncc2)cc1 (centres undefined),17,0,-1.0,x,x,-12,1.6,-4,-2,6
COC(=O)N/N=C/c1cn(CCCOc2ccccc2)c2ccccc12,-3,-4,-3.1,97,-5,4,-1.8,-19,0,16
CCOC(=O)N1CCN(C(=O)c2ccc(S(=O)(=O)Nc3ccccc3)cc2)CC1,23,-4,-2.3,113,1,0,-1.4,1,3,11
CC(C(=O)Nc1ccc(S(=O)(=O)N2CCCC2)cc1)N(C)Cc1ccc(F)cc1 (centres undefined),-5,-2,1.3,94,6,-8,0.0,4,5,-5
COc1ccc(-c2csc(NC(=O)C3COc4ccccc4O3)n2)cc1OC (centres undefined),-6,2,-0.4,102,3,-6,-0.3,1,2,2
CCCc1cc(=O)n2[nH]c(Cc3ccccc3)nc2n1,-2,1,-3.6,107,2,-7,-0.9,4,-3,15
CCOC(=O)c1ccc(NC(=S)N(CCCN2CCN(CC)CC2)Cc2cccs2)cc1,27,0,-0.4,105,3,17*,1.1,-4,1,2
COCc1ccc(C(=O)NC2CCCN(Cc3ccccc3F)C2)o1 (centres undefined),-6,-5,-1.0,101,3,3,-0.8,3,1,5
CC(C)(C)n1nnnc1C(c1cccnc1)N1CCN(C(=O)c2ccco2)CC1 (centres undefined),-5,-3,-3.7,x,-1,0,3.8,4,-4,17
COc1ccc(OC)c(C(=O)CSc2nc3cccnc3n2C)c1,18,-2,0.1,94,-2,-4,-2.5,-2,-4,-1
CN(C)CCCNC(=O)CC1C[C@H](C(=O)N2CCOCC2)[C@@]2(CCC3CCCC3)c3[nH]c4ccccc4c3CCN2C1=O (some centres undefined),7,-4,-3.6,105,-2,-3,-0.9,-2,-4,17
Cc1cc(C)cc(N(CC(=O)NC2CCCC2)C(=O)CCC(=O)Nc2cc(C)ccn2)c1,1,-9,-0.5,103,2,-4,-0.4,5,-3,3
COc1ccc(CN(C2CCCC2)S(=O)(=O)c2ccc(-n3cnnn3)cc2)cc1OC,17,3,-2.0,103,-3,-2,0.5,-3,-4,11
CCOc1ccccc1C1C(C(=O)OC)=C(N)OC2=C1C(=O)CCC2 (centres undefined),-13,-4,-2.4,101,0,-1,-0.4,-1,x,14
C/C(=C\C(=O)c1ncc(C(F)(F)F)cc1Cl)N(C)C,0,2,-1.6,128,1,-2,0.3,-3,-2,8
c1cncc(-c2nc(NCCCN3CCOCC3)c3c4c(sc3n2)CCC4)c1,4,-1,-1.6,102,-5,6,-3.0,-1,-1,8
CC1CCN(S(=O)(=O)c2ccc(NC(=O)Cc3ccc(S(=O)(=O)N4CCOCC4)s3)cc2)CC1,6,-7,-0.9,128,-3,1,-1.0,-3,-2,5
COc1ccc(Cl)cc1S(=O)(=O)N(C)CC(=O)N1CCCC1,-7,-2,-1.8,97,2,-6,-1.4,-4,-1,8
COCCNc1nc2c(c(=O)[nH]c(=O)n2C)n1CCCc1ccccc1,2,-4,-0.8,112,-1,-8,-1.3,2,1,4
O=C(OCC1CC(c2ccccc2)=NO1)c1ccco1 (centres undefined),33,3,-2.4,x,-1,-1,0.4,3,0,12
COc1cc(-c2ccccc2)nc2ccccc12,0,3,-0.7,107,3,3,1.6,10,x,4
CCOC(=O)c1cc(C(=O)NC(C)c2ccccc2)c(C)[nH]c1=O (centres undefined),-4,-2,-0.8,96,-1,-1,-0.7,5,-1,4
COc1cccc(-c2ccc(NC(=O)C3CCCN(Cc4cnc(C)n4C)C3)cc2)c1 (centres undefined),-7,3,-0.7,103,1,-4,-3.1,-4,-12,4
Cc1ccc(Nc2ccc(N3CCN(c4ccc([N+](=O)[O-])cc4)CC3)nn2)cc1,1,4,-3.4,105,-2,-3,-0.4,-2,-3,17
Cc1nc(SC2CC(=O)N(c3ccccc3)C2=O)n[nH]1 (centres undefined),-6,-10,3.1,106,x,-22,-1.4,2,-1,-22
O=[N+]([O-])c1cccc(S(=O)(=O)/N=C(/Nc2ccccc2)c2ccccc2)c1,10,3,0.5,90,3,0,1.1,-4,-2,-3
CNC(=S)N(CCc1c(C)[nH]c2ccc(F)cc12)Cc1ccco1,2,-5,0.5,94,1,-10,-0.9,0,-2,-2
O=C(NCC(c1ccco1)N1CCN(c2ccc(F)cc2)CC1)c1ccc2c(c1)OCO2 (centres undefined),-8,-1,-1.8,98,-1,5,-0.5,-2,5,12
Cc1c(NC(=O)C(C)OC(=O)c2sc3ccccc3c2Cl)c(=O)n(-c2ccccc2)n1C (centres undefined),1,2,-1.1,86,-3,11,2.3,-2,x,5
Cc1noc(C)c1S(=O)(=O)N1CCC(C(=O)NC2CCCc3ccccc32)CC1 (centres undefined),-1,-3,0.0,x,9,0,1.3,-1,x,0
COCCN1C(=O)N[C@@H](c2cccc(F)c2)C(C(=O)OC)=C1C,-4,-5,-2.1,101,2,-17,1.1,-3,-2,12
COc1ccc(C2C(C#N)=C(N)N(N(C)C)C3=C2C(=O)CC(C)(C)C3)cc1 (centres undefined),-3,1,-2.6,96,1,-2,0.8,0,2,15
O=C(NCCc1csc(-c2ccccc2)n1)c1ccco1,0,-2,-2.1,102,6,7,-1.2,-1,3,11
Cc1cc(C)nc(SCc2nnc(SCC#N)n2-c2cccc(Cl)c2)n1,4,3,-1.5,104,-1,-6,0.7,3,-2,9
Cc1cccc(-c2nc(CS(=O)CC(=O)N3CCCCC3)c(C)o2)c1 (centres undefined),-11,-1,-1.3,108,2,3,-1.3,-5,-1,8
CC1(C)CC(=O)C(Sc2ccccc2)=C(O)C1,27,-2,-0.8,102,4,56*,1.9,2,3,4
O=C(Nc1nc(-c2cccnc2)cs1)c1ccccc1[N+](=O)[O-],8,-1,1.2,100,1,-10,0.8,4,0,-6
CC1CN(c2ccccc2)NC1=O (centres undefined),-9,1,-10,x,1,-9,-1.8,0,0,48*
CC(C)NC(=O)CN1C(=O)c2ccccc2S1(=O)=O,14,-3,-0.7,103,0,-1,0.0,2,-1,4
CCCC(=O)c1cc(F)c(N2CCOCC2)cc1C,-8,3,0.5,106,-5,-6,-1.3,0,x,-3
CCCCC(NC(=O)Cc1c(C)c2cc3c(C)c(C)oc3c(C)c2oc1=O)C(=O)O (centres undefined),9,-8,-0.8,110,-1,-2,-2.0,-9,-3,4

# In the list so far, seven contain a furan ring, fused or not:
SMILES,Arrestin-AP2 inh,Keap1-Nrf2 PPI,MOR-DOR ag,Pemphigus Ab inh,V-ATPase pHluor,Cardiac RTF inh,C-LANA FP,cardiac RTF act,Wnt bcat act,OPRM1-OPRD1 inv
COCc1ccc(C(=O)NC2CCCN(Cc3ccccc3F)C2)o1 (centres undefined),-6,-5,-1.0,101,3,3,-0.8,3,1,5
CC(C)(C)n1nnnc1C(c1cccnc1)N1CCN(C(=O)c2ccco2)CC1 (centres undefined),-5,-3,-3.7,x,-1,0,3.8,4,-4,17
O=C(OCC1CC(c2ccccc2)=NO1)c1ccco1 (centres undefined),33,3,-2.4,x,-1,-1,0.4,3,0,12
CNC(=S)N(CCc1c(C)[nH]c2ccc(F)cc12)Cc1ccco1,2,-5,0.5,94,1,-10,-0.9,0,-2,-2
O=C(NCC(c1ccco1)N1CCN(c2ccc(F)cc2)CC1)c1ccc2c(c1)OCO2 (centres undefined),-8,-1,-1.8,98,-1,5,-0.5,-2,5,12
O=C(NCCc1csc(-c2ccccc2)n1)c1ccco1,0,-2,-2.1,102,6,7,-1.2,-1,3,11
CCCCC(NC(=O)Cc1c(C)c2cc3c(C)c(C)oc3c(C)c2oc1=O)C(=O)O (centres undefined),9,-8,-0.8,110,-1,-2,-2.0,-9,-3,4
